# NCOA3 inh: SRC3 coactivator transcriptional activity inhibitors, primary screen, cell-based, luminescence; Nuclear receptor coactivator 3 (Homo sapiens), Q9Y6Q9; HEK293 GAL4-SRC3 luciferase reporter; inhibition, % at 3.6 µM; 360,000 compounds, 0.17% hits;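 active = inhibition above a per-campaign cutoff, the mean of all compounds plus 3 SD, cut at about 60% in these data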;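 also: 0% = DMSO-treated cells and 100% = gossypol-treated cells at 36 µM; higher means less SRC3-driven luciferase light from the GAL4 reporter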
# TWEAK-Fn14 inh: inhibitors of TWEAK-Fn14 signaling, primary screen, luciferase reporter cells, uHTS. TWEAK-stimulated Fn14 reporter cells, luciferase luminescence, 8 h. AID 1159606, 2016. 360,000 compounds, 2% hits. inhibition, % at 10 µM; in the data active = inhibition above about 50%
# NR5A2 inv ag: LRH-1 (NR5A2) inverse agonists, primary screen, cell-based, luminescence, HEK293T, StAR-luciferase reporter. 360,000 compounds, 0.13% hits. AID 602396, 2012. LRH-1 transfected, 24 h. inhibition, % at 3.6 µM. Nuclear receptor subfamily 5 group A member 2 (Homo sapiens), O00482;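 active = inhibition above the mean inhibition of all tested compounds plus 3 SD, cut at about 73% in these data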;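 also: 0% = DMSO wells and 100% = reporter-only cells lacking LRH-1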
# Target sequence (O00482 whole entry, looked up): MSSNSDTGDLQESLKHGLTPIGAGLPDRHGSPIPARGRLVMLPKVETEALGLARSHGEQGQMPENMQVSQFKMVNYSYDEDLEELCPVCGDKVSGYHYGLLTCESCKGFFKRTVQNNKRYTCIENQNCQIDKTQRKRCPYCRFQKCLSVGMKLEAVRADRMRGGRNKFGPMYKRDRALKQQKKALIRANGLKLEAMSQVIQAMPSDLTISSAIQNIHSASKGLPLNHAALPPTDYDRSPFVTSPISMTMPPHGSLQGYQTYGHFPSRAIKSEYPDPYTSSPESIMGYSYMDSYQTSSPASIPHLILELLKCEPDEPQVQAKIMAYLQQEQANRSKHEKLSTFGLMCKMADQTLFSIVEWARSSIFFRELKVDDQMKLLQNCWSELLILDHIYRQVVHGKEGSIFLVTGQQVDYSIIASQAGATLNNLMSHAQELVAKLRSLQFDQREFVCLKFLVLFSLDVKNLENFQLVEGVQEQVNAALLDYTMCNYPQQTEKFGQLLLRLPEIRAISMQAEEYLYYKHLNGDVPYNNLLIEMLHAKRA
# CF NFkB inh: inhibitors of PAF-induced NF-kB signaling, primary screen, cell-based, GFP fluorescence, uHTS | KKLEB NF-kB-GFP reporter, GFP fluorescence overnight | inhibition, % at 5 µM | 360,000 compounds, 0.86% hits | AID 588850, 2011;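 active = at least 50% inhibition at 5 µM, scaled per plate between neutral and stimulator controls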;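 also: PAF is a Pseudomonas aeruginosa culture filtrate used as stimulus; plate controls were PAF-stimulated DMSO wells for no effect and unstimulated DMSO wells for full effect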
# SRC2 inh: inhibition of GAL4-SRC2 driven luciferase reporter, primary screen, SRC2 inhibitor project, cell-based, luminescence. Nuclear receptor coactivator 2 (Homo sapiens), Q15596. HEK293 GAL4-SRC2 luciferase reporter. inhibition, % at 9 µM. 370,000 compounds, 0.17% hits. AID 651957, 2012;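 active = inhibition above the mean inhibition of all tested compounds plus 3 SD, set per campaign, cut at about 52% in these data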;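 also: 0% = DMSO treated cells and 100% = cells given Gossypol at 36 µM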
# LMP1 NFkB inh: EBV LMP1-driven NF-kappaB luciferase reporter inhibitors, primary screen, cell-based, luminescence, single point. LMP1-induced NF-kappaB luciferase reporter cells. inhibition, % at 12.5 µM. 350,000 compounds, 0.69% hits. AID 504558, 2011; in the data active = inhibition above about 41%;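 also: 0% = neutral control wells and 100% = reference inhibitor control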
# TRAIL sens C8: viability loss with TRAIL in NB7+C8 cells, primary screen, TRAIL sensitizer project, cell-based, ATPlite luminescence; 360,000 compounds, 1% hits; AID 624354, 2012; inhibition (viability loss, TRAIL sensitization), % at 10 µM;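 active = compounds causing at least 50% loss of cell viability in the single-dose screen, relative to plate controls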
# SRC1 inh: SRC1 coactivator transcriptional activity inhibitors, primary screen, cell-based, luminescence. Nuclear receptor coactivator 1 (Homo sapiens), Q15788. HEK293 GAL4-SRC1 luciferase reporter. inhibition, % at 3.6 µM. 360,000 compounds, 0.12% hits. AID 588354, 2011;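 active = inhibition above the campaign mean plus 3 SD, with each screening campaign given its own cutoff, cut at about 60% in these data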;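 also: 0% = DMSO treated cells and 100% = gossypol at 36 µM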
# COUP-TFII inh: NR2F2 transcriptional activity inhibitors, primary screen, cell-based, luciferase reporter, HEK293T, luminescence; HEK293T NGFI-A luciferase reporter; inhibition, % at 8.6 µM; 370,000 compounds, 0.7% hits; AID 686940, 2013;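 active = inhibition above a per-plate cutoff, mean inhibition of test wells between control levels plus 3 SD, cut at about 38% in these data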;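 also: cells cotransfected with COUP-TFII expression vector driving the NGFI-A reporter; 0% = median of COUP-TF2 test wells and 100% = reporter-only cells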
# Target sequence (P24468 whole entry, looked up): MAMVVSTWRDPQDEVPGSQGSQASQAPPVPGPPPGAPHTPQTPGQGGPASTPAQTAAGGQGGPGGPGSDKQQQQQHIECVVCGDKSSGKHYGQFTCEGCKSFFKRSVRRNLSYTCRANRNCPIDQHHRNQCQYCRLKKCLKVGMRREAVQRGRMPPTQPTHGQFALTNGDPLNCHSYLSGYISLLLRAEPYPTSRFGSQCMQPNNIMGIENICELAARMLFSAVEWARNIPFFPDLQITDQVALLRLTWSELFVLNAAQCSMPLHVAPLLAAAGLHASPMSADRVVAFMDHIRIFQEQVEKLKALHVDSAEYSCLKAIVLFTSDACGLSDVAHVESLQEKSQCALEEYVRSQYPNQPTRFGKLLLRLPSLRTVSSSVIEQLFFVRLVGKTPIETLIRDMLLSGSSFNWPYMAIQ
# TROY NFkB inh: inhibitors of TROY-driven NF-kB signaling, primary screen, Q293 LMP1-TROYcd cells, NF-kB luciferase, uHTS; Q293 LMP1-TROYcd NF-kB luciferase reporter, 4 h; inhibition, % at 10 µM; 360,000 compounds, 0.98% hits; AID 1347056, 2019;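 active = compounds whose plate-normalised and pattern-corrected inhibition of the luciferase reporter signal at the single screening dose is 50% or more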
# KKLEB tox: cytotoxicity in KKLEB CF airway cells, primary screen, cytotoxicity control for CF NF-kB inhibitor project, cell-based, uHTS, fluorescence assay plates; KKLEB CF airway cells viability, ATPlite luminescence, overnight; active compounds read low; cells stimulated with P. aeruginosa culture filtrate; activity change (cytotoxicity), % at 5 µM; 360,000 compounds, 0.36% hits;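 active = corrected activity change at or below -50% at 5 µM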
# Starred values were filed as active, the others as inactive; nt = not tested or not shown.
SMILES,NCOA3 inh,TWEAK-Fn14 inh,NR5A2 inv ag,CF NFkB inh,SRC2 inh,LMP1 NFkB inh,TRAIL sens C8,SRC1 inh,COUP-TFII inh,TROY NFkB inh,KKLEB tox
O=C(COc1ccc(Cl)cc1)NNC(=S)NCc1ccccc1,11,-3,-18,0,9,-6,-22,9,12,-10,9
CC1(c2ccc(OC(F)F)cc2)NC(=O)N(CC(=O)N2c3ccccc3NC(=O)C2(C)C)C1=O (centres undefined),-12,12,5,20,-46,4,9,13,-9,-4,-3
CCCN(CC(=O)Nc1ccccc1C)C(=O)c1cccc(S(=O)(=O)N2CCN(c3ccccc3)CC2)c1,-2,8,11,14,3,9,-3,22,-11,-12,-34
O=c1cc(N2CCc3ccccc3C2)[nH]c(=O)n1Cc1ccc(F)cc1,-15,-5,3,0,-22,5,-10,-25,-13,26,-12
CC(C)CC(=O)OCc1cn(-c2ccccc2)nn1,-23,-27,-31,0,-30,-8,3,-23,-22,-65,5
CCN=C(NCC)SC1CC(=O)N(c2ccc(OC)cc2)C1=O (centres undefined),-35,12,4,-18,-10,-24,-1,2,18,-6,4
COc1cc(C#N)ccc1OC(=O)c1cccc(S(=O)(=O)N2CCN(C)CC2)c1,-13,26,13,4,7,6,-18,0,18,25,14
CCCCN1C(=O)/C(=C/C=C2/CC(C)(C)CN2C)SC1=S,-36,-21,-84,-13,-41,-58,10,-101,-18,-54,-15
CCC(=O)c1ccc(OCC(O)CN2CCN(c3cccc(C(F)(F)F)c3)CC2)cc1 (centres undefined),11,7,11,4,0,2,11,-9,-15,19,-2
O=C(Cn1ncc2ccccc21)N1CCN(c2cccc(C(F)(F)F)c2)CC1,-10,11,14,-9,-42,6,-2,-7,11,-4,1
CC(C)C(=O)Nc1nc(-c2ccc([N+](=O)[O-])cc2)cs1,-27,13,-38,-38,9,-9,8,-39,-10,-1,-24
O=C(COC(=O)C1CCC1)Nc1ccccc1Sc1ccccc1,20,-1,6,13,19,1,-3,12,9,6,-5
COC(=O)Cc1ccc(NC(=S)NNC(=O)c2ccccc2Br)cc1,-13,-17,-21,1,-39,7,4,6,-5,2,8
CCc1cccc(NC(=O)CCCn2nc(C)c3c(C)n(-c4ccccc4)nc3c2=O)c1,-12,-4,20,-9,6,5,11,10,-1,13,12
On1onc2c3cc(-c4ccccc4)nc3ccc21,-8,38,-41,-146,-17,31,3,-70,32,-17,12
O=C(Nc1cccc(-c2nc3ccccc3s2)c1)c1ccc2c(c1)OCO2,-2,16,-7,-31,17,-1,8,-8,-8,-22,17
CC(C)(O)C#Cc1ccc(C(=O)NCc2cccs2)s1,-44,-16,-16,5,-1,-10,14,-8,-14,-36,-2
O=S(=O)(NCc1ccc2c(c1)OCO2)c1cccc2nsnc12,9,1,-10,4,-10,3,-6,-3,1,-3,-5
Clc1cc(Cl)cc(Nc2ncnc(-n3cccc3)n2)c1,1,19,4,-6,-3,2,12,11,-4,-10,8
O=C(c1cc(-c2ccc(Cl)c(Cl)c2)on1)N1CCCCCC1,-38,-19,-13,-17,-63,-42,6,-35,-1,-27,7
CCOC(=O)c1cc(-c2nnc(-c3ccc(Oc4ccccc4)cc3)o2)c(C)nc1C,-8,-2,-3,26,-19,7,11,3,0,9,-2
Cc1cc(C)nc(N(C#N)S(=O)(=O)c2ccccc2)n1,7,5,-1,14,-42,-5,2,1,-1,-8,-14
COc1ccc(/C(O)=C2/C(=O)C(=O)N(CCCC(=O)O)C2c2ccc(OC)c(OC)c2)cc1 (centres undefined),2,0,-1,7,-11,3,10,-14,-2,-1,-2
OCCOCCN1CCN(C(=S)Nc2ccccc2)CC1,9,6,1,-12,-14,5,5,-9,-16,-22,3

# Arranged by value in SRC2 inh (lowest first): three from the list above
mol,SRC2 inh
On1onc2c3cc(-c4ccccc4)nc3ccc21,-17
OCCOCCN1CCN(C(=S)Nc2ccccc2)CC1,-14
O=S(=O)(NCc1ccc2c(c1)OCO2)c1cccc2nsnc12,-10

# Going on with the list.
SMILES,NCOA3 inh,TWEAK-Fn14 inh,NR5A2 inv ag,CF NFkB inh,SRC2 inh,LMP1 NFkB inh,TRAIL sens C8,SRC1 inh,COUP-TFII inh,TROY NFkB inh,KKLEB tox
Cc1ccc(Nc2nc(N)nc(CSc3nnc(-c4ccncc4)o3)n2)cc1,11,-19,15,12,2,-26,13,-1,6,-29,-11
Cc1cc(C)nc(-n2ncc3c2CC(c2ccccc2C)CC3=O)n1 (centres undefined),9,5,24,-1,-12,8,-4,4,-5,-12,-1
CN(CC(=O)Nc1nc2ccccc2s1)S(=O)(=O)c1ccc(Cl)cc1,12,28,5,-3,-17,-6,12,-35,-3,22,-8
CCn1c(CNC(=O)COc2ccc(C(C)C)cc2)nnc1SCC(=O)Nc1cc(F)ccc1C,-10,-14,14,-7,3,-5,9,-9,33,22,-8
Cc1ccc(OCC(=O)Oc2ccc(C)c(C)c2)cc1,6,22,-1,0,9,-8,-8,6,9,10,1
CC1CCCN(C(=O)CCS(=O)(=O)Cc2ccccc2)C1 (centres undefined),3,0,-7,-4,-13,-4,-21,-10,1,9,5
Cc1ccc(S(=O)(=O)Nc2ccccc2F)cc1C(=O)NCc1ccco1,-20,-10,7,-10,17,-7,1,-10,6,2,14
CSc1ccc(CN2CCC2(C)C(=O)NCc2cccs2)cc1 (centres undefined),-8,15,17,-11,2,nt,3,-4,4,6,12
COC(=O)Nc1csc2c1NC(=O)CCCC2,-9,-3,15,-6,-25,3,3,-3,12,15,12
CN(C)c1ccc(N2C(=O)CC(c3ccccc3)CC2=O)cc1,-3,5,-28,-2,-25,-1,-7,-13,2,-27,11
O=C(NCCN1CCOCC1)c1ccccc1Cl,-4,15,-12,-18,-35,-2,-20,15,18,9,2
O=S(=O)(NCc1ccccc1Br)c1cccs1,-10,0,-5,0,-2,-10,17,-1,-13,-1,3
COc1cccc(CNCCSc2nnnn2C)c1OC,-4,-9,-3,-8,-7,-4,-8,1,11,4,2
CCC(C)[C@H](NC(=O)NCc1cccc(OC)c1)C(=O)OC (some centres undefined),0,0,17,11,14,6,4,-4,4,8,-4
O=C(CC1CCCCC1)NCc1ccccc1Cl,-92,-13,-60,-6,-36,-11,2,-54,-25,-29,4
COCCn1c(SCC(=O)Nc2ccc(F)cc2F)nc2c([nH]c3ccccc32)c1=O,-2,-9,19,14,13,-8,5,-72,3,-34,-13
Cc1oc(-c2ccc(Cl)cc2)nc1CS(=O)CC(=O)NCCN1CCCC1 (centres undefined),9,4,4,6,0,5,-3,-3,15,-8,-1
COCCNC(=O)Cn1cc(S(=O)(=O)N2CCN(c3ccccc3F)CC2)c2ccccc2c1=O,5,-3,15,3,-9,0,3,-33,-1,-10,-10
CCO[C@@H]1OC(C(=O)NCc2nc3ccccc3[nH]2)=C[C@H](C2CC2)[C@H]1CCCO,-10,-6,7,22,-2,3,8,-5,10,7,12
CCCOc1cccc(C(=O)Nc2nnn(CCC)n2)c1,-52,-15,-88,-15,-48,-25,1,-39,-14,-48,8
COc1ccc(NC(=O)CN2CCN(S(=O)(=O)c3ccc(Br)cc3)CC2)c(OC)c1,-1,-21,-20,-13,-30,4,0,9,-3,4,3
O=C(CN1C(=O)C2CC=CCC2C1=O)Nc1ccc(F)cc1F (centres undefined),-13,15,8,2,-4,2,-4,-7,9,-11,5
CCC1(CC)NC(=O)NC1=O,-5,12,3,-5,-40,-3,1,-3,-14,0,-12
CCc1ccc(OCC(=O)N2CCN(c3ccccc3F)CC2)cc1,2,-10,-8,-2,-1,-4,0,8,-1,-24,4
COc1ccc(C(C(=O)NC(C)(C)C)N(CCc2ccccc2)C(=O)CCC(=O)Nc2cc(C)on2)cc1 (centres undefined),-25,-40,-25,-1,-9,-1,0,-8,16,-16,4
OCC1(Cc2ccc(Cl)cc2)CCN(Cc2ccccc2F)CC1,18,-8,-1,14,-14,8,-8,13,10,20,-2
Cc1nc2cc(NC(=O)Nc3cccc([N+](=O)[O-])c3)ccc2n1C,-126,12,-114,-9,-49,-24,59*,-55,-40,-20,3
CC(=O)N/C(=C/c1ccccc1)c1ccccc1,1,10,-10,2,-4,-1,13,-5,1,-11,13
Cn1nnnc1SCC(=O)N1CCc2ccccc21,9,9,-3,6,-10,-12,7,-5,-12,-8,8
O=C(NCc1cc(C(F)(F)F)cc(C(F)(F)F)c1)C1CC(c2ccccc2[N+](=O)[O-])=NO1 (centres undefined),10,8,3,9,-4,-4,2,-5,16,-17,-1
O=c1[nH]c(Cc2ccccc2)nc2ccccc12,-2,5,8,-19,3,-5,-9,0,7,17,10
CCCCN=C(Nc1ccc(Cl)cc1)c1cccnc1,13,1,-5,14,-11,-2,-7,-63,2,2,-12
Cc1ccc(Cl)c(N/C=C/C(=O)c2ccccc2)c1,-89,10,-91,-15,-53,-88,25,-90,-34,-31,-10
Cc1c(NC(=O)CSc2nnnn2-c2ccc(O)cc2)c(=O)n(-c2ccccc2)n1C,10,3,-6,14,-2,9,3,16,6,-19,7
O=C(NC1c2ccccc2Oc2ccccc21)c1ccc([N+](=O)[O-])cc1,5,-36,30,-2,-4,-4,10,13,-5,-25,6
O=C(Nc1cccnc1)C1CCN(S(=O)(=O)c2ccc(Cl)cc2)CC1,9,-3,-1,-10,-2,0,-15,-10,-12,4,-3
O=C(Cn1cncn1)N/N=C/c1ccc(Cl)cc1,8,-3,6,-8,-9,-3,-3,3,-11,-16,11
CC(=O)NC(Cc1cc(C)ccc1C)C(=O)N1CCN(C(=O)c2ccc(Br)cc2)CC1 (centres undefined),6,1,11,-13,-7,2,0,6,6,-1,10
CCOC(=O)C1CCC2(CC1)C(C#N)=C(N)Oc1n[nH]c(C)c12 (centres undefined),6,1,-10,10,-41,18,-8,-10,12,-9,0
CCCN1CC(=O)N2C(c3cccc(OC)c3OC)c3[nH]c4ccccc4c3C[C@H]2C1=O (some centres undefined),-67,23,9,14,-26,7,-5,-40,-13,5,-26

# From PubChem BioAssay
